# Screening data deposited in PubChem by several laboratories.
# proCasp3 act: activators of human procaspase-3 | P42574 | recombinant procaspase-3 D3A, Ac-DEVD-pNA absorbance 405 nm | activation, % at 8.5 µM | 330,000 compounds, 0.11% hits | AID 463141;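 active = activation above the mean of all tested compounds plus 3 SD, cut at about 21% in these data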;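 also: 0% = DMSO alone and 100% = DMSO wells spiked with extra 5 µM PC-3 D3A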
#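 Assay system: Autoprocessing-dead procaspase-3 D3A mutant enzyme; also added: Ac-DEVD-pNA; doses: one concentration, 8.5 µM nominal, 0.8% DMSO; times: 1 h compound preincubation, 2 h substrate hydrolysis at 25 °C; technique: 405 nm absorbance of p-nitroaniline, reads at 0 and 120 min; measure: % activation between DMSO and enzyme-spiked controls; repeats: single replicate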
# RPL19A-GFP yeast: alters RPL19A-GFP fluorescence in TOR pathway yeast screen | S. cerevisiae RPL19A-GFP strain, flow cytometry, 3 h; active compounds read low | percent response vs DMSO, % at 10 µM | 330,000 compounds, 0.3% hits | AID 2025;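 active = percent response vs DMSO below 50%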;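 also: median channel GFP fluorescence of the barcoded RPL19A-GFP strain; ratio of sample median GFP to plate DMSO average so 100% = DMSO; lower means less RPL19A-GFP as with rapamycin TOR inhibition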
# EBNA-1 inh: blocks EBNA-1 binding to DNA; EBNA-1 DNA binding, fluorescence polarization; inhibition, % at 14.8 µM; 300,000 compounds, 0.34% hits; AID 1950; in the data active = inhibition above about 28%
# AHR act: activates the human aryl hydrocarbon receptor | P35869 | AHR-responsive luciferase reporter cells, luminescence | activation, % at 5 µM | 320,000 compounds, 2.5% hits | AID 2796; in the data active = activation above about 47%;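 also: 0% = vehicle wells and 100% = reference agonist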
# LAP4 TOR yeast: yeast TOR pathway LAP4-GFP modulation | S. cerevisiae LAP4-GFP multiplex, flow cytometry GFP, 3 h; median GFP as percent of DMSO wells | GFP response vs DMSO, % at 10 µM | 320,000 compounds, 0.34% hits;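 active = GFP response vs DMSO above a set limit, about the screen mean plus 3 SD, cut at about 150% in these data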
# ZTA DNA inh: counter-screen for EBNA-1 inhibitors: inhibitors of Epstein-Barr virus ZTA; P03206; ZTA-DNA binding, fluorescence polarization; inhibition, % at 11 µM; 320,000 compounds, 0.15% hits; AID 2234; in the data active = inhibition above about 33%
# proCasp7 act: counter-screen: procaspase-7 (human) activation; P55210; recombinant procaspase-7, Ac-DEVD-pNA absorbance 405 nm; D23A/D198A/D206A triple mutant, cannot self-cleave; scale: DMSO 0, 5 µM enzyme 100; activation, % at 8.5 µM; 330,000 compounds, 0.093% hits;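 active = percent activation above the screen-wide mean plus 3 SD, cut at about 25% in these data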
#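 buffer or medium = Zinc-free HEPES/NaCl buffer, pH 7.4 | material = Procaspase-7 triple mutant (PC-7 D3A) | input = 2 µM procaspase-7 mutant as dispensed | signal = Epi-absorbance of released pNA at 405 nm, two timepoints | timing = 1 h preincubation, 2 h reaction | replicates = singlicate compound testing | evaluation = % activation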
# MEP2 TOR yeast: alters MEP2-GFP fluorescence in TOR pathway yeast screen; S. cerevisiae MEP2-GFP strain, flow cytometry GFP, 3 h; 100% = DMSO control level; GFP response vs DMSO, % at 10 µM; 330,000 compounds, 0.51% hits;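 active = GFP response versus DMSO above a set limit, roughly screen mean plus 3 SD, cut at about 180% in these data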;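 also: median GFP fluorescence of the barcode-gated MEP2-GFP cells per well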
# Active calls of the source: *; · = not tested or not shown; & = joins results of further samples.
SMILES,proCasp3 act,RPL19A-GFP yeast,EBNA-1 inh,AHR act,LAP4 TOR yeast,ZTA DNA inh,proCasp7 act,MEP2 TOR yeast
OC(CN1CCN(Cc2ccccc2)CC1)c1ccc(F)cc1 (stereo unspecified),1,104,1,6,92,2,-7,101
COc1ccccc1N1CCN(C(=O)c2ccc(CSc3ccccc3)cc2)CC1,4,·,-1,2,·,0,10,·
COc1ccc(/C=N/NC(=O)c2ccccc2O)cc1CN1CCOCC1,4,100,-5,15,96,-2,3,107
CCn1c(N)nc2c1c(=O)n(C)c(=O)n2C,8,100,0,-2,96,5,7,97
CO/N=C/NC(=O)c1ccc([N+](=O)[O-])c(CS(=O)(=O)c2ccc(Cl)cc2)c1,-9,97,6,-3,98,-7,-6,102
O=C(CN1C(=O)/C(=C/c2ccco2)SC1=S)Nc1ccc(C(=O)O)c(O)c1,-5,99,12,1,95,57*,-23,107
Cc1ccccc1CSCC(=O)NCc1ccco1,0,99,-1,-4,98,-3,-9,98
CSc1cccc(CNC(=O)C2CCC(=O)N(Cc3cccc(C(F)(F)F)c3)C2)c1 (stereo unspecified),4,96,-5,2,91,-1,2,110
COc1ccc(CNn2c(-c3ccccc3F)nc3ccccc3c2=O)cc1OC,-8,97,-4,2,111,-2,3,102
CCOc1ccc2nc(SCC(=O)c3ccc(Cl)s3)sc2c1,8,100,1,5,107,-9,-7,100
Cc1ccc(S(=O)(=O)N(C)C)cc1NC(=O)COC(=O)Cc1cccs1,6,101,0,-2,103,7,6,106
O=C(O)c1cn2c3c(ccc(Cl)c3c1=O)OCC2,0,103,-6,2,90,-1,-2,104
COc1cccc(NC(=O)c2ccc(NCCCN3CCC(C)CC3)c([N+](=O)[O-])c2)c1,3,105,-12,2,92,-5,4,100
Cc1nc(-c2ccc(Cl)cc2)sc1C1(C)CC(c2cccc(Cl)c2)=NO1 (stereo unspecified),7,93,11,0,110,1,-3,92
O=C(Nc1ccc(-c2nc3ccccc3o2)cc1)c1ccc(N2CCOCC2)c([N+](=O)[O-])c1,-5,102,-1,54*,105,-3,3,104
CCN1/C(=C2\C(=O)N(C)C(=S)N2C)C=Cc2ccccc21,-10,101,-5,4,94,-7,-12,99
Cc1nc2nc(SCC(=O)NCCCN3CCOCC3)nn2c(C)c1Cc1ccccc1,0,111,0,1,97,-10,-4,103
CC(=O)Nc1ccc(NC(=O)c2nc(S(=O)(=O)Cc3cccc(C)c3)ncc2Cl)cc1,-7,100,1,0,102,-5,-8,99
CCOC(=O)CSc1nc2c(sc3ccccc32)c(=O)n1CCCN1CCOCC1,-1,97,-2,6,93,6,7,99
O=C(C(NS(=O)(=O)c1cccc2nsnc12)c1ccccc1)N1CCN(c2ccccc2)CC1 (stereo unspecified),-7,101,4,7,121,-3,2,98
CCCCC(CC)CNC(=O)c1cccs1 (stereo unspecified),3,107,7,0,112,8,-5,107
O=C1CSCC(=O)N1c1ncc(C(F)(F)F)cc1Cl,-3,102,0,-1,·,8,7,105
COc1ccccc1N1CCN(C(=O)N2CCOCC2)CC1,-4,101,3,-3,91,4,5,100
COc1cccc(N2CCN(C(=O)CCCCCn3c(=S)[nH]c4cc5c(cc4c3=O)OCO5)CC2)c1,1,97,9,2,89,5,10,109
Cc1ccc(N2CCN(C3=NC(=O)C(Cc4ccccc4)S3)CC2)cc1 (stereo unspecified),4,76,1,4,99,-23,4,113
CCC(C)C(=O)Nc1ccc(OC)cc1OC (stereo unspecified),0,94,8,2,99,3,8,93
Cc1ccc(C)c(NS(=O)(=O)c2c(C)nc3sccn3c2=O)c1,6,101,3,10,100,12,9,98
C/C(=N\NC(=O)COc1ccccc1)c1cccs1,6,101,-4,8,102,-2,14,100
CCc1ccccc1NC(=O)c1ccccc1N1C(=O)C2C3C=CC(C3)C2C1=O (stereo unspecified),-2,99,-3,2,98,3,-3,100
CCCC(C)NC(=O)CN(Cc1ccco1)S(=O)(=O)c1ccccc1 (stereo unspecified),4,94,·,-1,90,6,11,96
COc1cccc(NC(=O)C(NCCC(C)C)c2ccccc2)c1 (stereo unspecified),-3,100,11,4,96,-4,10,108
Cc1ccc(NC(=O)C2CCCN2S(=O)(=O)c2ccc(-c3ccc(=O)[nH]n3)s2)c(C)c1 (stereo unspecified),0,97,2,16,91,-5,4,104
CC(/C=C1\SC(=S)N(CC(=O)O)C1=O)=C\c1ccccc1,-8,105,3,1,114,-4,-8,102
CCCCn1c(N)c(Sc2ccccc2)c(=O)[nH]c1=O,1,100,2,2,102,15,-7,101
Cc1ccc(NC(=O)CSc2nnc(CSc3nc(C)cc(C)n3)n2Cc2ccco2)c(C)c1,4,92,-10,-1,·,15,-2,94
CC(C)N(C(=O)CSc1nc2ccccc2c(=O)[nH]1)C(C)C,8,104,7,9,105,8,4,114

# Entries of single compounds, quoted from the list. Values in the order: proCasp3 act	RPL19A-GFP yeast	EBNA-1 inh	AHR act	LAP4 TOR yeast	ZTA DNA inh	proCasp7 act	MEP2 TOR yeast
# Results for Cc1ccc(NC(=O)CSc2nnc(CSc3nc(C)cc(C)n3)n2Cc2ccco2)c(C)c1 = 4	92	-10	-1	·	15	-2	94
# Results for Cc1nc(-c2ccc(Cl)cc2)sc1C1(C)CC(c2cccc(Cl)c2)=NO1 (stereo unspecified) = 7	93	11	0	110	1	-3	92
# Results for OC(CN1CCN(Cc2ccccc2)CC1)c1ccc(F)cc1 (stereo unspecified) = 1	104	1	6	92	2	-7	101
# Results for O=C(C(NS(=O)(=O)c1cccc2nsnc12)c1ccccc1)N1CCN(c2ccccc2)CC1 (stereo unspecified) = -7	101	4	7	121	-3	2	98

# Continuation:
SMILES,proCasp3 act,RPL19A-GFP yeast,EBNA-1 inh,AHR act,LAP4 TOR yeast,ZTA DNA inh,proCasp7 act,MEP2 TOR yeast
O=C(O)c1cccc(S(=O)(=O)Nc2cc(Cl)ccc2Cl)c1,-7,103,8,-2,116,-1,2,149
O=c1cc(/C=C/c2ccccc2)oc2c1ccc1ccccc12,0,100,3,3,109,-3,1,99
COc1ccc(S(=O)(=O)Nc2ccccc2C(=O)NN2CCOCC2)cc1OC,5,108,·,1,116,·,9,100
N#Cc1nc(-c2ccc(OCc3ccccc3)cc2)oc1NCc1ccco1,7,94,18,0,99,25,-3,99
C=CCN(c1ccccc1)S(=O)(=O)c1cccc(C(=O)Nc2nnc(SCC)s2)c1,7,104,24,7,93,-2,0,103
CCN(CC(=O)Nc1ccccc1OC)C(=O)c1ccc(N(C)S(=O)(=O)c2ccc(C)cc2)cc1,8,95,4,0,109,12,9,96
COC(=O)C1=C(C(=O)OC)C2(OC1c1cccc(F)c1)C(=O)c1ccccc1C2=O (stereo unspecified),7,99,-7,4,101,6,3,103
Nn1c(SCc2cccc3ccccc23)nnc1-c1ccco1,11,97,-9,3,99,-9,0,99
Cn1c(=O)c2c(nc(NCCOc3ccc(F)cc3)n2C)n(C)c1=O,4,102,4,14,104,10,3,101
O=C(CN1C(=O)C2C3C=CC(C3)C2C1=O)NCCc1ccccc1 (stereo unspecified),-1,101,-4,-1,105,1,-7,103
O=C(CCN1C(=O)c2ccccc2S1(=O)=O)NCc1ccco1,2,104,-4,-1,100,5,0,113
Cc1c(C(=O)N2CCC(C)CC2)cccc1[N+](=O)[O-],2,98,4,-1,106,4,3,100
CS(=O)(=O)NN1C(=O)c2ccccc2NC1c1ccccc1F (stereo unspecified),-8,106,-3,1,103,8,6,113
CC1=NN(C(N)=S)C(=O)C1N=Nc1ccc(C)cc1C (stereo unspecified),-2,89,-1,67*,98,9,0,93
Cc1ccccc1NC(=O)c1sc(NC(=O)COc2ccccc2)c(C#N)c1C,1,98,18,1,90,2,-8,100
Cc1cc(-c2ccc(C)c(S(=O)(=O)NCCC(C)N3CCCCCC3)c2)on1 (stereo unspecified),7,99,-15,-1,89,-4,-3,99
O=C(c1cc([N+](=O)[O-])cc([N+](=O)[O-])c1)N1CCN(C(=O)c2ccco2)CC1,-3,97,7,0,110,17,-8,98
O=S1(=O)C[C@H]2NC(=S)N(c3ccccc3)[C@H]2C1,4,101,1,-2,95,-6,9,104
Cc1nc2nc(C)c(CCC(=O)NCCCN3CCN(c4cccc(Cl)c4)CC3)c(C)n2n1,6&-4,98&87,-11&-9,4&2,98&85,2&1,-6&10,100&98
CCC(c1nnnn1Cc1ccccc1)N1CCN(c2ccccc2)CC1 (stereo unspecified),-1,98,1,1,95,18,11,98
Cc1ccc(C)c(S(=O)(=O)N2CCN(C(C(=O)Nc3ccc(F)cc3)c3ccccc3)CC2)c1 (stereo unspecified),6,100,-4,3,89,-15,-4,97
O=C(Cn1nc(-c2ccc3c(c2)OCCO3)ccc1=O)Nc1ccc(N2CCOCC2)cc1,-8,107,0,6,109,8,9,113
COc1ccc(C(=O)C2CCCN(C/C=C/c3ccccc3OC)C2)c(OC)c1 (stereo unspecified),-7,106,-12,1,91,-7,-3,109
O=C1ON=C(c2ccccc2)/C1=C/c1ccc(O)c(O)c1,-3,90,2,6,136,4,15,97
CC(C)(C)OC(=O)N1CCC(c2c(C(=O)NC3CC3)cnn2-c2ccccc2)CC1,4,105,-13,-1,88,-2,4,99
COc1cccc(/C(O)=C2/C(=O)C(=O)N(Cc3ccco3)C2c2ccncc2)c1 (stereo unspecified),-15,102,0,5,112,-14,-17,100
Cc1ccc2c(CC(=O)Nc3c(C)n(C)n(-c4ccccc4)c3=O)coc2c1,-3,98,7,1,95,16,8,93
Cc1ccc(CNC(=O)/C=C/c2ccc(Br)o2)cc1,-3,101,-7,0,93,-19,-10,90
Cc1sc2ncnc(N(C)CCc3ccccn3)c2c1C,4,102,-3,2,103,7,-14,105
O=C(NC1(C(F)(F)F)NC(=O)N(Cc2ccco2)C1=O)c1cccs1 (stereo unspecified),-12,101,-1,1,102,-15,-9,107
CCCCN1C(=O)C(=O)NC[C@@H]1C(C)O (stereo partly specified),11,97,-9,2,99,-4,-9,94
CCOc1ccc2nc(N(CCN(CC)CC)C(=O)c3cccc([N+](=O)[O-])c3)sc2c1,1,101,9,0,103,17,3,101
Cc1nn(CC(=O)Nc2ccc(Br)cc2F)c(=O)c2cccn12,9,102,0,4,113,8,3,106
COc1ccc(C)cc1S(=O)(=O)n1cnc(C)c1,-8,99,0,0,87,-11,0,104
O=[N+]([O-])c1ccccc1CCc1cnc(Cl)s1,10,109,5,1,98,-3,-11,110
COc1cccc(C(=O)Oc2cc(C)[nH]c(=O)c2[N+](=O)[O-])c1,-1,108,-13,0,98,-9,-12,101
Cn1cc(CNC(=O)Nc2ccc3c(c2)OCO3)cn1,6,100,-7,13,109,2,-6,121
Cc1cc(C(=O)Nc2ccc(S(=O)(=O)N3CCCC3)cc2)no1,-6,104,-8,-1,104,1,-6,104
NS(=O)(=O)c1ccc(NC(=O)C2COc3ccccc3O2)cc1 (stereo unspecified),6,100,-1,-1,96,-2,5,105
CCCCC(=O)Nc1ccc(NC(=O)C2CC2)nc1,-6,96,6,-3,96,-1,4,105
O=C(c1ccccc1)N1CCN(S(=O)(=O)c2cccs2)CC1,3,103,1,0,102,-6,-1,113
Cc1cc(N2CCN(C(c3ccccc3)c3ccccc3)CC2)n2ncnc2n1,3,97,-7,2,101,0,4,94
COc1ccc(C)cc1NC(=O)c1cc(S(=O)(=O)N2CCC3(CC2)OCCO3)ccc1F,4,104,5,-3,113,-5,-4,100

# An excerpt from above in order of the EBNA-1 inh value, falling.
Structure,EBNA-1 inh
COc1ccc(C)cc1NC(=O)c1cc(S(=O)(=O)N2CCC3(CC2)OCCO3)ccc1F,5
NS(=O)(=O)c1ccc(NC(=O)C2COc3ccccc3O2)cc1 (stereo unspecified),-1
Cn1cc(CNC(=O)Nc2ccc3c(c2)OCO3)cn1,-7

# Compounds were not picked by outcome; overall some 3.8% were active at least once.
